Screening results: PubChem BioAssay, several laboratories
SKN-1 inh: C. elegans SKN-1 inhibition; C. elegans VP596 Pgst-4::GFP/RFP ratio, acrylamide-induced, 24 h; inhibition, % at 21.8 µM; actives 0.49% (n = 360,000); AID 624304;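 active = interference check ratio from 0.5 to 1.5 plus GFP to RFP signal ratio inhibition reaching or exceeding a fixed threshold, cut at about 30% in these data, passing the limit was not always enough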; also: some compounds called inactive have numbers as strong as hits
CendR NRP1 mod: modulators of CendR peptide binding to human neuropilin-1. AID 602438. inhibition, % at 25 µM. O14786. actives 0.85% (n = 360,000). FAM-RPARPAR peptide binding to NRP-1, fluorescence polarization;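 active = inhibition or corrected inhibition above about 18%, plus a signal ratio from 0.5 to 1.5, limit read from the data, passing the limit was not always enough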; also: strong numbers were not always called active
Target sequence (O14786 whole entry, looked up): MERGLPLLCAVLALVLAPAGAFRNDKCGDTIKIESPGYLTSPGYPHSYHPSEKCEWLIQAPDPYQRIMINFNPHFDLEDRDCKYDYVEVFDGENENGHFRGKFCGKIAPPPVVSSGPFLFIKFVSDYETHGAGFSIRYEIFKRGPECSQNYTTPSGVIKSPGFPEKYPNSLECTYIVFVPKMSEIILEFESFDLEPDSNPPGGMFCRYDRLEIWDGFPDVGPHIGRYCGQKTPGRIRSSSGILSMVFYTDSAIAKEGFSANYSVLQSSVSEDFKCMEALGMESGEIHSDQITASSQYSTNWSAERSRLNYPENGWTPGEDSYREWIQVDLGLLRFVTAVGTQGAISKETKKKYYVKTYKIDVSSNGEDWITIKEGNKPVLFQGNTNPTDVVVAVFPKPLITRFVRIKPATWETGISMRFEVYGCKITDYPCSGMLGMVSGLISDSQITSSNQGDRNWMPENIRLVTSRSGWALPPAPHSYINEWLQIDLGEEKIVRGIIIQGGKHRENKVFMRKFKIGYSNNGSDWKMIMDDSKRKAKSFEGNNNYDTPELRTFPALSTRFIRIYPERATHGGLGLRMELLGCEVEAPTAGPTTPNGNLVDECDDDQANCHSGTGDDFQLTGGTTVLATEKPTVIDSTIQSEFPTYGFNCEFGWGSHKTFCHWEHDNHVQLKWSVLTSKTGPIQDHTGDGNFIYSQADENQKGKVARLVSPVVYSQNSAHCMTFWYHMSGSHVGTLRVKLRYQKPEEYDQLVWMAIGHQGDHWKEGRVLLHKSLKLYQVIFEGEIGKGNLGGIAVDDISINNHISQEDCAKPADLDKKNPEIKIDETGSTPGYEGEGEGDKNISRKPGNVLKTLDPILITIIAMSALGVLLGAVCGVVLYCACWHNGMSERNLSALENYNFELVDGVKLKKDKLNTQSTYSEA
Rin1 Abl inh: blocks binding of human Rin1 to Abl. AID 588664. inhibition, % at 7.35 µM. TR-FRET Rin1/Abl binding, biochemical. P00519+Q13671. actives 0.4% (n = 360,000); in the data active = inhibition above about 5%, passing the limit was not always enough
MT1-MMP act inh: MT1-MMP (human) activation inhibition; P50281; HT1080 RFP-PRO-GFP cells, GFP/RFP ratio fluorescence, overnight; percent of plate control window, DMSO zero; GFP/RFP ratio change, % at 20 µM; actives 0.061% (n = 360,000); AID 651647;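 active = GFP/RFP ratio change of at least 30% with cell ATP level not reduced by more than half and red fluorescence within 50% of control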; also: strong numbers were not always called active
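Assay system: HT1080 cells carrying an RFP-PRO-GFP reporter | Dosing: Single dose of 20 µM compound, 1% DMSO final | Incubation: Cells overnight before dosing, compound overnight, 37 °C, 5% CO2 | Evaluation: GFP/RFP fluorescence ratio | Control set: DMSO and RFP-L50D-GFP cell wells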
MLLE-PAM2 inh: blocks PAM2 peptide binding to the PABP1 MLLE domain; actives 0.36% (n = 360,000); GST-MLLE / FITC-PAM2 fluorescence polarization; AID 588489; inhibition, % at 20 µM; in the data active = inhibition above about 35%, passing the limit was not always enough;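 also: plate controls were DMSO wells with GST-MLLE for no effect and wells lacking GST-MLLE protein for full effect; some results filed as inactive read as strong as hits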
bovine MsrA act: activators of bovine methionine sulfoxide reductase A; actives 0.3% (n = 360,000); purified bovine MsrA, absorbance read-out; activation, % at 10.6 µM; in the data active = activation above about 7.5%;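 also: 0% = vehicle and 100% = reference activator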
FAS-TE inh: FAS thioesterase (human) inhibition. recombinant FAS-TE, OMFH fluorogenic substrate, fluorescence endpoint. inhibition, % at 15 µM. actives 0.67% (n = 360,000). AID 602261;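 active = compounds whose normalised, plate-corrected inhibition of enzyme fluorescence in the single-dose primary screen is 50% or more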;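 also: 0% = DMSO with enzyme and 100% = substrate without enzyme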
Neddylation inh: blocks human cullin neddylation | calls only at 25 µM | AID 651699 | P61081+Q13564 | actives 0.58% (n = 360,000) | TR-FRET cullin neddylation, biochemical; in the data active = inhibition above about 36%
E coli Lon inh: E. coli protease La inhibition. P0A9M0. inhibition, % at 7.94 µM. purified E. coli Lon protease, fluorescence polarization. actives 0.42% (n = 360,000). AID 602123; in the data active = inhibition above about 13%, passing the limit was not always enough;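 also: 0% = enzyme with probe and DMSO and 100% = no enzyme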
* marks the source's active call; other numbers are inactive results; i = inactive; . = not tested or not shown; & = joins results of further samples.

SMILES	SKN-1 inh	CendR NRP1 mod	Rin1 Abl inh	MT1-MMP act inh	MLLE-PAM2 inh	bovine MsrA act	FAS-TE inh	Neddylation inh	E coli Lon inh
O=C1CC(c2ccc(Cl)cc2)CC(O)=C1C=NCc1ccc(Cl)c(Cl)c1 (stereo not drawn)	-4	-4	5	3	3	-2	24	i	-7
CC(C)c1ccc(NC(=O)NC2CCCCC2)cc1	9	-7	-1	-1	-3	0	1	i	3
Cc1cccc(Cn2c(=O)n(CCCC(=O)NCc3ccco3)c(=O)c3ccccc32)c1	-1	6	-1	-6	-8	-4	3	i	-15
NC(=O)[C@@H]1CCNc2c(I)cc([N+](=O)[O-])cc2C(=O)N[C@@H](CCC(=O)O)C(=O)N[C@@H](CO)C(=O)N1	-4	-15	2	0	-91	-15	-6	i	13
COc1ccc(CN(C)C(=O)CCN2C(=O)c3ccccc3C2=O)c(OC)c1OC	4	-5	0	5	-1	-3	-6	i	-2
COC(=O)[C@]12CCCCC=C1N(Cc1ccccc1)C(=O)[C@H](CC(=O)NCC13CC4CC(CC(C4)C1)C3)C2	3	16	.	-5	.	-1	10	i	7
COCCNC(=S)NN=C1CCCCCC1	9	12	2	-1	28	-2	-9	i	-1
Oc1ccc(-c2[nH]ncc2-c2ccc(Cl)cc2)c(O)c1	4	-16	1	2	-15	-1	-140	i	0
Cc1cc(C)c2c(N)c(S(=O)(=O)Cc3ccccc3)sc2n1	-5	6	-4	1	-1	-1	-1	.	1
O=C(CSc1nc2nc(-c3cccs3)cc(C(F)(F)F)c2c(=O)[nH]1)C(F)(F)F	12	-2	-6	3	17	-5	-1	.	-4
COc1cccc(-n2nc3c(=O)n(Cc4ccccc4Cl)nc(C)c3c2C)c1	9	-4	-1	4	6	-5	-10	i	-8
Cc1cc(C(c2ccc(O)cc2)c2cc(C)c(O)cc2C)c(C)cc1O	-11	2	4	-10	2	2	16	i	0
COc1ccc(NC(=O)c2ccc(NC(=O)c3ccco3)cc2)c(OC)c1	-9	8	2	4	-6	-3	-3	i	7
Cc1ccc2cc(CN(CC3CCCO3)C(=O)NC3CCCCC3)c(=O)[nH]c2c1C (stereo not drawn)	10	-11	-5	-1	6	0	44	i	-3
O=C(CCCCCn1c(=S)[nH]c2cc3c(cc2c1=O)OCO3)N1CCN(C2CCCCC2)CC1	1	-3	9	2	-37	-8	-1	i	4
Cn1c(SCc2ccc(Cl)cc2)nnc1C1CC1	8	-1	3	1	-7	4	-5	i	-9
Cc1ccc2[nH]c(-c3cccc(N)c3)cc2c1	9	6	2	0	5	-3	5	.	6
CC(=O)c1ccccc1NC(=O)Cn1c(=O)cnc2ccccc21	11	-8	1	-4	-29	-1	-6	i	-6
CC(C)N(Cc1cnn(C)c1)Cc1nc(-c2ccc(Cl)cc2)no1	-5	-8	3	-3	-12	-3	1	i	-8
CCOC(=O)Cn1c(=O)c2c(nc(N3CCOCC3)n2C)n(C)c1=O	3	3	6	3	4	-7	-11	i	-3
CCC(=O)Nc1ccc(C(=O)NNC(=O)c2cc(OC)c(OC)c(OC)c2)cc1	-3	12	5	-3	-6	-3	-3	i	-5
N#C/C(=C(/O)c1cc2ccccc2o1)c1nc2ccccc2s1	3	-14	-4	-1	-14	-2	0	i	-12
Cc1ccc(C(=O)N2CCC(N3CCC(C(=O)N4CCOCC4)CC3)CC2)cc1	29	2	0	0	-2	-2	-6	i	-14
COc1ccc(C(=O)NN2C(=O)C3CCC(C)(C2=O)C3(C)C)cc1 (stereo not drawn)	1	-15	-1	-2	-9	-2	-7	i	0
COc1cc(-c2coc3c(C(=O)Nc4ccc(C(C)C)cc4)cccc23)ccc1O	10	2	-2	-1	11	-10	23	i	-7
Carrying on.
SMILES	SKN-1 inh	CendR NRP1 mod	Rin1 Abl inh	MT1-MMP act inh	MLLE-PAM2 inh	bovine MsrA act	FAS-TE inh	Neddylation inh	E coli Lon inh
COc1ccccc1CNC(=O)CCN1C(=O)c2ccccc2C1=O	9	-1	2	-5	-7	-2	-7	i	-8
Cc1ccc2[nH]c(=O)c(CN(CCO)Cc3nnnn3CCc3ccccc3)cc2c1	14	-8	0	-2	12	-1	-2	i	1
CN1CCN(c2cc(CNC[C@H]3O[C@@H](n4cnc5c(=O)[nH]c(N)nc54)[C@H](O)[C@@H]3O)ccc2F)CC1	10	5	1	2	-3	-1	-8	i	1
Cc1cc(C)c2c(-n3cccc3)nn(C)c2n1	4	-1	0	2	-3	-4	0	i	-1
O=C1Nc2ccccc2C(O)(C(=O)NC2CC2)N1c1ccc(Cl)c(Cl)c1 (stereo not drawn)	25	15	0	0	-3	-2	-11	i	-7
Nc1ccn([C@@H]2O[C@H](C(=O)N[C@H]3c4ccccc4C[C@H]3O)[C@@H](O)[C@H]2O)c(=O)n1	-1	-5	5	3	-12	-1	-9	i	-16
Cc1csc(SCc2ccccc2C(=O)O)n1	-19	12	3	-1	2	-2	-4	i	4
CC(NCc1cc(Br)ccc1OCC(N)=O)C12CC3CC(CC(C3)C1)C2 (stereo not drawn)	31	0	0	7	-2	2	0	i	-7
COc1ccccc1C(CNC(=O)c1ccc(NS(=O)(=O)c2ccc(F)c(C)c2)cc1)N1CCCC1 (stereo not drawn)	-5	-10	0	-7	-7	-3	-4	i	-17
O=C(CCSc1ccccc1)Nc1ccc(S(=O)(=O)N2CCOCC2)cc1	-8	7	2	-7	5	-1	6	i	-11
CCCNC(=O)Nc1cccc(C(=O)OC)c1	9	-7	-1	4	-11	0	-6	i	13
COc1ccc(-c2c(C#N)c(SCC(N)=O)nc3c2CCCC3)cc1	3	1	-2	-5	9	-7	25	i	-1
COc1cccc(CC(NC(C)=O)C(=O)NC2CCN(S(=O)(=O)c3ccc(F)cc3)CC2)c1OC (stereo not drawn)	2	7	2	1	-16	0	-3	i	-8
Cc1onc(-c2ccccc2Cl)c1C(=O)NC(C)c1ccccc1 (stereo not drawn)	11	-6	0	-3	-1	-1	-3	i	-5
COc1ccc(Cc2nc3ccc(C(=O)N4C[C@@H](C)O[C@@H](C)C4)cc3o2)cc1OC	15	0	-5	-2	12	-1	-13	i	0
Cc1ccc(-c2[nH][nH]c(=O)c(=O)c2N=Nc2ccccc2)cc1	8	13	3	3	8	-3	3	i	-3
NC(=O)C1CCN(CC(=O)c2c[nH]c3ccc(F)cc23)CC1	-3	-5	-1	-5	-16	-2	-12	i	-6
CCOC(=O)N1CCC(NC(=O)Cn2c3c(c(-c4ccccc4Cl)cc2=O)CCC3)CC1	8	2	-2	1	7	-3	-10	i	20*
CCOC(=O)c1cnc2ccc(OCC)cc2c1N1CCN(C)CC1	2	-11	-3	-3	1	1	-8	i	-1
Cc1ccccc1NC(=S)NCc1ccc2c(c1)cc(C)n2C	24	10	0	-5	-29	-7	-1	i	-3
CCC(C)NS(=O)(=O)c1ccc(S(=O)(=O)N2CCCC3(CCCCC3)C2)cc1 (stereo not drawn)	-7	-9	1	-23	4	2	30	i	-9
COC(=O)C(NC(=O)CSc1nc(N)cc(=O)[nH]1)c1ccccc1 (stereo not drawn)	-20	5	0	-1	15	0	-2	i	2
Cc1ccccc1C(=O)OCC(=O)NCC1COc2ccccc2O1 (stereo not drawn)	7	3	-1	5	11	-1	7	i	-9
N#Cc1ccc(-c2ccc(Cl)cc2)nc1Oc1ccc(F)cc1	13	-7	3	1	10	0	4	i	0
CN1CCN(C(=O)c2ccc(Cl)c(S(=O)(=O)N3CCCCCC3)c2)CC1	-11	3	-1	2	-6	-10	-6	i	-5

Brought forward from above: 2 entries, then new ones.
SMILES	SKN-1 inh	CendR NRP1 mod	Rin1 Abl inh	MT1-MMP act inh	MLLE-PAM2 inh	bovine MsrA act	FAS-TE inh	Neddylation inh	E coli Lon inh
N#Cc1ccc(-c2ccc(Cl)cc2)nc1Oc1ccc(F)cc1	13	-7	3	1	10	0	4	i	0
CN1CCN(C(=O)c2ccc(Cl)c(S(=O)(=O)N3CCCCCC3)c2)CC1	-11	3	-1	2	-6	-10	-6	i	-5
COc1ccc(/C=N/N2C(=O)C3C4C=CC(C4)C3C2=O)cc1[N+](=O)[O-] (stereo not drawn)	-5	-1	-3	0	-2	-11	4	i	1
COC(=O)[C@]12CCCCC=C1N(Cc1ccccc1)C(=O)[C@H](CC(=O)NCCc1ccccc1OC)C2	-5	6	.	0	.	0	5	i	1
CCN1CCN(c2ccc(S(=O)(=O)N3CCCCC3)cc2NC(=O)COc2ccc(F)cc2Cl)CC1	-3	-16	-1	-1	-109	-2	17	i	4
O=C(NNC(=O)c1ccccc1O)c1ccc(-c2ccc([N+](=O)[O-])cc2)o1	-8	-8	1	6	15	-5	21	i	3
COC(=O)CSc1nc(N)nc(C)c1Cl	3	5	0	2	0	-2	-4	i	8
CCOc1ccccc1NC(=O)COC(=O)/C=C/c1cccs1	-1	-5	2	2	3	-1	28	i	-7
COc1ccc(C(=O)NNC(=O)CSc2nnc(COc3ccccc3)n2C)cc1	-12	8	1	6	12	-13	-8	i	-4
CC(C)c1ccc(NC(=O)CCNC(=O)Cn2cnc3ccccc3c2=O)cc1	10	0	0	4	-8	-1	-5	i	-3
COC(C[C@@H](O)C[C@@H](O)[C@@H](C)OCc1ccccc1)OC	8	24	8	-2	9	-1	-9	i	-12
S=C(Nc1cccnc1)NC1CC2CCC1C2 (stereo not drawn)	7	3	-3	1	6	-4	2	i	-5
O=C(CCn1nnc2ccccc21)OCC(=O)c1ccc(F)cc1	17	-2	2	1	19	-2	-2	i	7
CC(=O)c1sc(N)nc1C	7&4	-2&0	-1&1	-1&-2	-11&-1	5&-5	-8&-11	i	-8&-10
CCCn1c(SCC(=O)Nc2ccccc2N2CCOCC2)nc2c1c(=O)n(C)c(=O)n2C	-17	2	0	-2	-11	0	5	i	2
COc1cccc2cc(-c3nnc(SCC(=O)Nc4ccc(NC(C)=O)cc4)n3C)oc12	7	-16	0	4	-35	-2	-2	i	-5
COc1ncnc2c1ncn2CCCNCCCN1CCCC1=O	-7	-23	-3	4	0	-6	-7	i	-8
CCCC(=O)Nc1c2c(nn1-c1ccc(OC)cc1)CS(=O)(=O)C2	5	-1	1	2	-6	0	-7	i	-2
Cc1ccc(-n2nc3c(=O)n(CC(=O)c4ccc(F)cc4)nc(C)c3c2C)cc1	-13	2	2	6	-4	-11	3	i	13
COc1cc(C(=O)Nc2cccnc2)cc(OC)c1OC	-8	3	-4	3	3	-3	-6	i	6
CC(C)N=C(NC#N)SCc1ccccc1	-18	8	-3	3	10	-3	-4	i	3
C[C@H](CO)N1C[C@H](C)[C@H](CN(C)C(=O)CC2CC2)Oc2cc(Br)ccc2S1(=O)=O	-6	-8	-2	4	-3	-4	-8	i	3
COc1ccc(OC)c(S(=O)(=O)N2CCC3(CC2)CC(=O)c2ccccc2O3)c1	4	-1	-2	-3	15	-2	16	i	-2
O=C(CSCc1ccc(F)cc1)Nc1nc2c(s1)CCCC2	4	-2	3	-1	4	-5	12	i	1

Of the compounds above, four contain a cyano group.
SMILES	SKN-1 inh	CendR NRP1 mod	Rin1 Abl inh	MT1-MMP act inh	MLLE-PAM2 inh	bovine MsrA act	FAS-TE inh	Neddylation inh	E coli Lon inh
N#C/C(=C(/O)c1cc2ccccc2o1)c1nc2ccccc2s1	3	-14	-4	-1	-14	-2	0	i	-12
COc1ccc(-c2c(C#N)c(SCC(N)=O)nc3c2CCCC3)cc1	3	1	-2	-5	9	-7	25	i	-1
N#Cc1ccc(-c2ccc(Cl)cc2)nc1Oc1ccc(F)cc1	13	-7	3	1	10	0	4	i	0
CC(C)N=C(NC#N)SCc1ccccc1	-18	8	-3	3	10	-3	-4	i	3

E coli Lon inh: hit marks shown above
Compound	SKN-1 inh	CendR NRP1 mod	Rin1 Abl inh	MT1-MMP act inh	MLLE-PAM2 inh	bovine MsrA act	Neddylation inh	E coli Lon inh
CCOC(=O)N1CCC(NC(=O)Cn2c3c(c(-c4ccccc4Cl)cc2=O)CCC3)CC1	8	2	-2	1	7	-3	i	20*
